POLB inh = inhibitors of human DNA polymerase beta; P06746; Pol beta primer extension/strand displacement, fluorescence kinetic; Potency, µM (series often up to 114 µM), for the others: at the top dose activity change, negative = inhibition, most hits filed as inhibitors; 340,000 tested, 1.3% active; AID 485314; note: % is set by controls: 0 for no effect and ±100 for the full control effect
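Homogeneous kinetic assay of primer extension and strand displacement by 10 nM Pol beta, preincubated 15 min at room temperature with compound before 50 nM substrate (final) was added. Read at 0 and 10 min; four-parameter Hill fit.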
Pol iota inh = inhibitors of human DNA polymerase iota; Q9UNA4; Pol iota fluorescent replication assay, 10 min; Potency, µM (doses to about 115 µM), for inactives: at the top dose activity, negative = inhibition, hits mostly inhibitors; 390,000 tested, 1% active; AID 588590
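Pol iota at 10 nM preincubated 15 min with compounds at room temperature; reaction started with fluorescent substrate, 50 nM final. Fluorescence read kinetically at 0 and 10 min; buffer-only wells as negative control.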
APEX1 inh = APE1 (human) endonuclease inhibition; 350,000 tested, 0.35% active; Potency, µM (top dose mostly 65.8 µM), without a hit: top-dose activity change, negative = inhibition, actives largely listed as inhibitors; AID 2517; recombinant APE1, TAMRA/BHQ-2 abasic DNA cleavage fluorescence;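 note: plate controls were vehicle for no effect and reference inhibitor for full effect; nearly all actives have a fitted effect of over 55% in size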
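APE1 at 0.75 nM final was preincubated with compound 15 min at room temperature, then 50 nM double-stranded THF abasic-site substrate (5'-TAMRA/3'-BHQ-2) was added. Fluorescence (ex 525/em 598 nm) was read kinetically; third-minus-first read gave activity.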
POLK inh = DNA polymerase kappa (human) inhibition | Q9UBT6 | purified Pol kappa, fluorescent DNA synthesis assay, 10 min | Potency, µM (highest dose often 107 µM), for the others: at the highest dose activity, negative = inhibition, hits mostly inhibitors | 400,000 tested, 0.53% active; note: % is set by controls: 0 for no effect and ±100 for the full control effect
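Inhibition of 10 nM Pol kappa is measured by a fluorescent read-out at 0 and 10 min following addition of 50 nM substrate (final), with a 15-min room-temperature compound preincubation.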
BLM helicase inh = blocks DNA unwinding by human BLM helicase; P54132; recombinant BLM DNA unwinding, fluorescence dequenching; Potency, µM (series often up to 56.1 µM), for inactives: top-dose activity change, negative = inhibition, usual class: inhibitors; 350,000 tested, 0.2% active;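 note: plate controls were vehicle for no effect and no enzyme for full effect; nearly all actives have a fitted effect of over 35% in size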
BAZ2B inh = BAZ2B (human) inhibition; AlphaScreen BAZ2B-H3K14Ac peptide displacement; Q9UIF8; 360,000 tested, 4.4% active; Potency, µM (titrated, usually from 114 µM), for the others: at the highest dose activity change, negative = inhibition, actives largely listed as inhibitors; note: % is set by controls: 0 for no effect and ±100 for the full control effect; nearly all actives have a fitted effect of over 60% in size
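AlphaScreen displacement: compounds (up to 110uM) incubated 30 min at room temperature with a preformed 50 nM BAZ2B/50 nM biotinylated H3K14Ac peptide complex in PBS pH 7.4 with Tween-20. Donor and acceptor beads at 10 ug/mL final added, 20 min light-protected before reading.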
G9a inh = G9a (human) methyltransferase inhibition. G9a H3K9 monomethylation, AlphaScreen, 2 h. 350,000 tested, 8.8% active. Potency, µM (highest dose often 102 µM), for inactives: top-dose activity, negative = inhibition, actives largely listed as inhibitors. Q96KQ7; note: % is set by controls: 0 for no effect and ±100 for the full control effect; nearly all actives have a fitted effect of over 75% in size
Target sequence (Q96KQ7 913-1193 limits assumed): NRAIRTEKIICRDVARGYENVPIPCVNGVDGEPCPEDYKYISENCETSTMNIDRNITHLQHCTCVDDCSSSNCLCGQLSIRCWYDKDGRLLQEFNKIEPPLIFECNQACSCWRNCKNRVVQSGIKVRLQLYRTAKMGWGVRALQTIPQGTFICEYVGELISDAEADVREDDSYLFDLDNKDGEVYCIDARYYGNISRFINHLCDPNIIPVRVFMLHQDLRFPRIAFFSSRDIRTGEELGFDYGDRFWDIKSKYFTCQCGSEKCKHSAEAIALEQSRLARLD
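Methyltransferase reactions run at room temperature for 2 h (20 nM enzyme, 500 nM biotin-H3K9 peptide, 20 uM SAM) after a 15 min compound preincubation; product detected by AlphaScreen beads and anti-H3K9me1 antibody.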
Anesthetic bind = candidate novel general anesthetic via apoferritin binding. apoferritin/1-aminoanthracene competitive binding, fluorescence. Potency, µM (highest dose often 77.5 µM), without a hit: top-dose activity change, negative = displacement, hits mostly inhibitors. AID 485281. 350,000 tested, 0.074% active; note: % is set by controls: 0 for no effect and ±100 for the full control effect; nearly all actives have a fitted effect of over 20% in size
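Concentration-response curves derived by four-parameter Hill fitting of normalized fluorescence, where compounds displaced 1-AMA from 10 uM horse apoferritin following a brief 10 min room-temperature incubation; propofol titration acted as positive control.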
Pol eta inh = inhibitors of human DNA polymerase eta; Q9Y253; recombinant Pol eta, fluorescent DNA replication assay; Potency, µM (titrated, usually from 114 µM), for the others: at the highest dose activity change, negative = inhibition, actives largely listed as inhibitors; AID 588591; 390,000 tested, 1.2% active; note: % is set by controls: 0 for no effect and ±100 for the full control effect
Target sequence (Q9Y253 whole entry, looked up): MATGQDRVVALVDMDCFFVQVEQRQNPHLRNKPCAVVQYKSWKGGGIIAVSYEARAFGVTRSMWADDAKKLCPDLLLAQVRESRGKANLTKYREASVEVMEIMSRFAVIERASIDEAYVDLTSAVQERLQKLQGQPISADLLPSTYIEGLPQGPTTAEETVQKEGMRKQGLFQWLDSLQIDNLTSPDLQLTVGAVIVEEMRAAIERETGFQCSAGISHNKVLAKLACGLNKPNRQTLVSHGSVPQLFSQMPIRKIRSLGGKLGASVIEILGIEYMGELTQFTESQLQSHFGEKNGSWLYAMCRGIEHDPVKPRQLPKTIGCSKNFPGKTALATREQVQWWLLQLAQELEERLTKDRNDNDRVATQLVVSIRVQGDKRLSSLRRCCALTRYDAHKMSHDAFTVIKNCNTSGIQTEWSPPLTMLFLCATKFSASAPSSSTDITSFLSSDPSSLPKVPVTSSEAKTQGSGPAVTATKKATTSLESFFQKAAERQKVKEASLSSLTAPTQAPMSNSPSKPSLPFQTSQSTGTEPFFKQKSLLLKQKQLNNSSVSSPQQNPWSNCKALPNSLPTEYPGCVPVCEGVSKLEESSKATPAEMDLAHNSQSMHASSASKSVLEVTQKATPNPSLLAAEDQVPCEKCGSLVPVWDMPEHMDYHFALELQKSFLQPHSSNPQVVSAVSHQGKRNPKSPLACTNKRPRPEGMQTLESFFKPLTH
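Pol eta at 10 nM preincubated with compounds 15 min at room temperature; reaction started with fluorescent substrate (50 nM final) and read kinetically at 0 and 10 min.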
Numbers without * were called inactive; & = joins results of further samples; [ ] = dose if it differs, or a comment. Calls come from the whole dose curve; as a rule, active = well fitted curve in the direction sought with a large enough effect; inconclusive = small, poorly fitted or top-dose-only effect, or another doubt; inactive = no such curve, though single readings can be large; an effect the other way counts as inactive or inconclusive. Potency is the fitted concentration of half-maximal effect. Some of the compounds tested; count on the stated rates, not on these rows.

What do the screens show for `Cc1csc(N2CCCC2=O)n1`?
POLB inh: 13.4%; Pol iota inh: 15.9%; APEX1 inh: 0.1%; POLK inh: -14.6%; BLM helicase inh: -6.4%; BAZ2B inh: -37.5%; G9a inh: -3.1%; Anesthetic bind: -4.1%; Pol eta inh: 7.2%

Results for Cc1cc2oc(C(=O)NCc3ccccc3)cc(=O)c2cc1C ?
POLB inh: 1.9%; Pol iota inh: -21.7%; APEX1 inh: -7.5%; POLK inh: -7.6%; BLM helicase inh: -9.0%; BAZ2B inh: -3.5%; G9a inh: 12.2%; Anesthetic bind: -3.2%; Pol eta inh: 13.8%

What do the screens show for `CC1CCc2c(sc(NC(=O)c3cccs3)c2C(=O)O)C1` (centres undefined)?
POLB inh: 14.5%; Pol iota inh: -9.0%; APEX1 inh: -11.4%; POLK inh: -14.9%; BLM helicase inh: -0.8%; BAZ2B inh: -12.2%; G9a inh: 4.5%[2.33 µM]; Anesthetic bind: -3.3%; Pol eta inh: -16.5%

What do the screens show for `CCCc1ccc(OC(C)C(=O)Nc2sc3c(c2C(=O)OC)CCCCC3)cc1` (centres undefined)?
POLB inh: 90.5%; Pol iota inh: 8.9%; POLK inh: 9.1%; BLM helicase inh: -5.6%; BAZ2B inh: 3.4%; G9a inh: 7.94µM*; Anesthetic bind: 3.1%; Pol eta inh: -25.9%

How did COc1ccc(C2/C=C\CC(NS(=O)(=O)c3ccc(C)cc3)CC(=O)N2Cc2ccccc2F)cc1 (centres undefined) do in these assays?
Pol iota inh: -12.7%; APEX1 inh: -15.4%; POLK inh: -2.4%; Pol eta inh: -5.4%

How did O=C(NCCc1ccc(Cl)cc1)C1CCN(c2cnccn2)CC1 do in these assays?
POLB inh: inconclusive; Pol iota inh: 10.5%; APEX1 inh: 0.9%; POLK inh: -4.5%; BLM helicase inh: 1.8%; BAZ2B inh: -2.3%; G9a inh: 17.5%; Anesthetic bind: -5.7%; Pol eta inh: -11.2%

What do the screens show for `Cn1cc(CC(=O)NCc2ccc(F)cc2)c2ccccc21`?
POLB inh: -0.1%; Pol iota inh: 133.2%[activator]; APEX1 inh: 40.9%[activator]; POLK inh: -11.7%; BLM helicase inh: -0.3%; BAZ2B inh: -4.0%; G9a inh: -11.0%; Anesthetic bind: -14.7%; Pol eta inh: -17.8%

What do the screens show for `CCN(CC)C(=O)Cn1c(=O)n(CCC(=O)Nc2ccc(F)cc2)c(=O)c2sccc21`?
POLB inh: 89.5%; Pol iota inh: 17.0%; APEX1 inh: 24.7%; POLK inh: 5.8%; BLM helicase inh: 3.3%; BAZ2B inh: 3.5%; G9a inh: -9.3%; Anesthetic bind: -1.4%; Pol eta inh: -7.0%

What do the screens show for `COc1ccc(CNC(=O)CCCCCNC(=O)N2CCn3c2nc2ccccc23)cc1`?
POLB inh: 12.3%; Pol iota inh: -69.6%; APEX1 inh: 5.3%; POLK inh: 0.6%; BLM helicase inh: 3.7%; BAZ2B inh: -21.3%; G9a inh: 23.7%; Anesthetic bind: -8.9%; Pol eta inh: -10.8%

How did COCC1CCN(C(=O)CCc2nnc(CCCCc3ccccc3)o2)CC1 do in these assays?
POLB inh: 12.0%; Pol iota inh: 73.5%[activator]; APEX1 inh: -4.5%; POLK inh: -6.6%; BLM helicase inh: -1.1%; BAZ2B inh: 3.5%; G9a inh: 8.8%; Anesthetic bind: -14.2%; Pol eta inh: -19.0%

What do the screens show for `CCCNC(=O)NC(=O)CSc1ccc(C)cc1C`?
POLB inh: 3.2%; Pol iota inh: 25.9%; APEX1 inh: -5.5%; POLK inh: 0.5%; BLM helicase inh: -2.2%; G9a inh: 12.9%; Anesthetic bind: -20.7%; Pol eta inh: -7.9%

What do the screens show for `Cc1ccc(CSc2nc3ccc(NC(=O)CC(C)C)cc3s2)cc1`?
POLB inh: 8.5%; Pol iota inh: 19.2%; POLK inh: 2.1%; BLM helicase inh: -1.4%; BAZ2B inh: -12.1%; G9a inh: 2.3%[59 µM]; Anesthetic bind: -2.0%; Pol eta inh: -11.8%

Results for N#Cc1cc([N+](=O)[O-])ccc1NC(=O)COC(=O)CC1CCCC1 ?
POLB inh: -0.9%; Pol iota inh: -5.2%; APEX1 inh: -1.9%; POLK inh: -0.2%; BLM helicase inh: -7.8%; BAZ2B inh: -29.8%; G9a inh: 4.1%[12.7 µM]; Anesthetic bind: 0.8%; Pol eta inh: -19.5%

Results for CC(=O)c1sc(NC(C)c2ccccc2)nc1C (centres undefined) ?
POLB inh: 2.5%; Pol iota inh: 3.7%; APEX1 inh: 24.2%; POLK inh: 4.8%; BLM helicase inh: -6.2%; BAZ2B inh: -20.2%; G9a inh: 9.2%; Anesthetic bind: -17.3%; Pol eta inh: -6.9%

Results for CC(C)c1ccc(/C=C2\SC(=O)N(CC(=O)NC3CCS(=O)(=O)C3)C2=O)cc1 (centres undefined) ?
POLB inh: inconclusive; Pol iota inh: 15.8µM*; APEX1 inh: -19.2%; POLK inh: -16.4%; BLM helicase inh: -8.5%; BAZ2B inh: -24.5%; G9a inh: 7.8%; Anesthetic bind: inconclusive; Pol eta inh: 50.1µM*

What do the screens show for `CN(C)C(=O)c1cccn(Cc2ccc(C(F)(F)F)cc2)c1=O`?
POLB inh: -1.2%; Pol iota inh: 17.0%; APEX1 inh: 0.4%; POLK inh: 4.9%; BLM helicase inh: -2.1%; BAZ2B inh: -12.1%; G9a inh: 1.3%; Anesthetic bind: -5.3%; Pol eta inh: -7.7%

How did Cc1nc2c(-c3ccc(F)cc3)c(C)nn2c(C)c1CCC(=O)N1CCN(c2ccccc2)CC1 do in these assays?
POLB inh: 13.9%&-0.7%; Pol iota inh: 11.4%&12.1%; APEX1 inh: -0.9%; POLK inh: 2.8%&-0.1%; BLM helicase inh: -5.0%&-3.3%; BAZ2B inh: -12.9%&5.1%; G9a inh: -27.4%[59 µM]; Anesthetic bind: -6.5%&-10.1%; Pol eta inh: -13.5%&-11.6%

How did O=C(N/N=C/c1ccncc1)c1cccc(S(=O)(=O)N2CCCC2)c1 do in these assays?
Pol iota inh: -17.5%; APEX1 inh: 18.5%; POLK inh: 0.3%; BAZ2B inh: -9.9%; G9a inh: 1.9%; Pol eta inh: -7.6%

Results for C/C=N/NC(=O)CCCC(=O)N/N=C/C ?
POLB inh: 10.9%; Pol iota inh: 36.6%; APEX1 inh: 4.1%; POLK inh: -5.1%[60.1 µM]; BLM helicase inh: -4.6%; BAZ2B inh: inconclusive; G9a inh: -1.8%; Anesthetic bind: -0.6%; Pol eta inh: -19.0%

How did O=C(NCc1cccnc1)/C(=C/c1ccc(-c2cccc(Cl)c2)o1)S(=O)(=O)c1ccccc1 do in these assays?
POLB inh: inconclusive; Pol iota inh: 15.2%; APEX1 inh: -4.5%; POLK inh: -5.8%; BLM helicase inh: -16.4%; BAZ2B inh: -11.4%; Anesthetic bind: inconclusive; Pol eta inh: -4.5%

Results for CC1CCN(c2ccc(S(=O)(=O)NC3=NCCCCC3)cc2[N+](=O)[O-])CC1 ?
POLB inh: -29.6%; Pol iota inh: 184.7%[activator]; APEX1 inh: -2.0%; POLK inh: -5.2%; BLM helicase inh: -3.4%; BAZ2B inh: inconclusive; G9a inh: -46.5%; Anesthetic bind: inconclusive; Pol eta inh: -17.4%

How did O=C(N/N=C/c1ccccc1O)C1SCCCS1 do in these assays?
POLB inh: 18.3%; Pol iota inh: 5.7%; APEX1 inh: -0.3%; POLK inh: -4.7%; BLM helicase inh: 0.2%; BAZ2B inh: 79.4µM*; G9a inh: 62.2%; Anesthetic bind: -3.4%; Pol eta inh: -9.2%

Results for O=C(COc1cccc2cccnc12)NCc1cccs1 ?
POLB inh: inconclusive; Pol iota inh: -15.7%; APEX1 inh: -3.7%; POLK inh: -2.2%; BLM helicase inh: -8.1%; G9a inh: 19.4%; Anesthetic bind: 3.8%; Pol eta inh: -32.9%

How did Cc1ccccc1C(=O)NCCCNC(=O)c1ccco1 do in these assays?
POLB inh: 24.4%; Pol iota inh: 122.8%[activator]; APEX1 inh: 41.9%; POLK inh: 0.1%; BLM helicase inh: -3.9%; BAZ2B inh: -0.5%; G9a inh: inconclusive; Anesthetic bind: 1.7%; Pol eta inh: -14.5%

Results for CCOC(=O)C1CCN(CC(=O)N2CCCc3c2c(=O)oc2ccc(OCc4ccccc4)cc32)CC1 ?
POLB inh: -3.7%; Pol iota inh: -2.9%; POLK inh: -23.6%; BLM helicase inh: -14.3%; BAZ2B inh: -11.3%; G9a inh: -29.3%[59 µM]; Anesthetic bind: -7.3%; Pol eta inh: -9.2%

How did O=C(Nc1cccc(O)c1)c1ccc(Br)c(S(=O)(=O)N2CCCCC2)c1 do in these assays?
POLB inh: -1.0%; Pol iota inh: -1.4%; APEX1 inh: 1.9%; POLK inh: -11.3%; BLM helicase inh: 0.3%; BAZ2B inh: -17.2%; G9a inh: -1.8%; Anesthetic bind: -20.9%; Pol eta inh: -14.4%

Results for COc1ccc(-c2nnc(SCC(=O)Nc3cccnc3Cl)n2C)cc1 ?
Pol iota inh: -1.4%; APEX1 inh: 46.8%; POLK inh: 3.8%; BAZ2B inh: -3.8%; G9a inh: 20µM*; Pol eta inh: -13.8%

How did CCOC(=O)C(=O)C1(C(=O)OCC)Oc2cc(OC)cc(OC)c2C(=O)C1c1ccccc1 (centres undefined) do in these assays?
APEX1 inh: -2.8%; POLK inh: -5.5%[60.1 µM]; BLM helicase inh: 1.0%; Anesthetic bind: -13.3%

Results for CC(C)Oc1ccc(/C(O)=C2/C(=O)C(=O)N(CCN3CCNCC3)C2c2ccc(C(C)C)cc2)cc1 (centres undefined) ?
POLB inh: 34.8%; Pol iota inh: 12.5%; APEX1 inh: 6.2%; POLK inh: 15.6%; BLM helicase inh: 0.4%; BAZ2B inh: -11.0%; G9a inh: -5.3%[12.7 µM]; Anesthetic bind: -12.5%; Pol eta inh: -5.2%

Assay outcomes (PubChem)
